hcGAS inh: inhibitors of human cGAS; Q8N884; recombinant h-cGAS, ATP depletion, Kinase-Glo luminescence; inhibition, % at 12.5 µM; actives 0.081% (n = 290,000);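 also: 0% = vehicle reaction and 100% = reaction without DNA for no activity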
Target sequence (Q8N884 whole entry, looked up): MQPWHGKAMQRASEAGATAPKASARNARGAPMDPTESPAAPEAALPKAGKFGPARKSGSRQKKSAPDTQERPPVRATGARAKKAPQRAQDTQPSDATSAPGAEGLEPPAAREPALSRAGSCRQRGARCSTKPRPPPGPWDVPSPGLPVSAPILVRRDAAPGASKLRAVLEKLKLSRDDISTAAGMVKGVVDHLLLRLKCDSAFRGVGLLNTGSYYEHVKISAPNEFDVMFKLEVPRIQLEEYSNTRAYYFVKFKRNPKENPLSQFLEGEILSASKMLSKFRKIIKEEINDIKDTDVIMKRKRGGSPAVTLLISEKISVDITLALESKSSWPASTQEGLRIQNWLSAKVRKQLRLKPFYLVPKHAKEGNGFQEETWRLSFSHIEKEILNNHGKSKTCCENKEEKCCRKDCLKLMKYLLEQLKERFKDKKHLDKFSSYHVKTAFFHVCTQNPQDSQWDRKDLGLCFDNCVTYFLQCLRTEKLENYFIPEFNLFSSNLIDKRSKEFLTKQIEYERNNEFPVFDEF
NPYLR7 ag: activates Aedes aegypti NPYLR7 receptor; actives 0.15% (n = 270,000); activation, % at 10 µM; HEK293T NPYLR7/Galpha15, GCaMP6s calcium fluorescence; in the data active = activation above about 40%;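 also: 0% = vehicle and 100% = reference agonist at the receptor; some compounds past the cut are filed as inactive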
mcGAS lum: mouse cGAS inhibition by luminescence; Q8C6L5; recombinant cGAS, Kinase-Glo ATP depletion luminescence; inhibition, % at 12.5 µM; actives 0.15% (n = 160,000);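 also: 0% = negative control wells and 100% = reference inhibitor with no enzyme activity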
* hit, by the source's call; & = joins results of further samples. Rule as the data show it, unless noted: active = inhibition above about 40%; inactive = the rest.

The opening 3 compounds, to show the layout:
Screening Cc1ccc(-c2c(C)nn3c(N4CCN(c5cccc(C)n5)CC4)cc(C)nc23)cc1 returned hcGAS inh -1, NPYLR7 ag -11 and mcGAS lum -6.
For CN1CCN2CCN(Cc3ccc(Sc4ncn[nH]4)o3)CC2C1=O (stereo unspecified) the results were hcGAS inh -1 and NPYLR7 ag 1.
For Nn1ccc2c(nnc3ccnn32)c1=O the results were hcGAS inh -5 and NPYLR7 ag 4.

The whole of this part (from the top)
Screening Cc1ccc(-c2c(C)nn3c(N4CCN(c5cccc(C)n5)CC4)cc(C)nc23)cc1 returned hcGAS inh -1, NPYLR7 ag -11 and mcGAS lum -6.
For CN1CCN2CCN(Cc3ccc(Sc4ncn[nH]4)o3)CC2C1=O (stereo unspecified) the results were hcGAS inh -1 and NPYLR7 ag 1.
For Nn1ccc2c(nnc3ccnn32)c1=O the results were hcGAS inh -5 and NPYLR7 ag 4.
For Nc1c2cnn(-c3ccccc3)c2nc(=O)n1-c1ccccc1 the results were hcGAS inh -3, NPYLR7 ag -4 and mcGAS lum -4.
`CCC(=O)NC(C(C#N)C1=NC(C)(C)Cc2ccccc21)(C(F)(F)F)C(F)(F)F` (stereo unspecified) gave hcGAS inh -4, NPYLR7 ag -10 and mcGAS lum -8.
CCOC(=O)CNC(=O)N1CCC2(CC1)NC(=O)c1cc(F)c(F)cc1N2 was read as hcGAS inh -8, NPYLR7 ag 0 and mcGAS lum -5.
For CC(C)Nc1ncccc1C(=O)NCCc1c[nH]c2ccccc12 the results were hcGAS inh -4, NPYLR7 ag 3 and mcGAS lum -1.
Screening CN=Cc1c(Cl)ncn1-c1ccccc1 returned hcGAS inh -8 and NPYLR7 ag 3.
O=C(CN1Cc2ccccc2OC(c2ccccc2F)C1)NCCc1nc(-c2cccnc2)n[nH]1 (stereo unspecified) was read as hcGAS inh -4, NPYLR7 ag 16 and mcGAS lum -9.
O=C(c1ccc2nc(C3CC3)oc2c1)N1CC=C(c2ccccc2)CC1 was read as hcGAS inh -9 and NPYLR7 ag 8.
For CCCCOc1ccc(C(=O)Nc2c(C)nc3cccc(C)n3c2=O)cc1 the results were hcGAS inh -13 and NPYLR7 ag 0.
For Cc1cc(CC(C)NC(=O)c2cccc(CC3CCNCC3)c2)n[nH]1 (stereo unspecified) the results were hcGAS inh -10 and NPYLR7 ag -5.
COC(C)c1cccc(-c2cnn(CC(=O)Nc3ccnn3CC3CC3)c2)c1 (stereo unspecified) was read as hcGAS inh -8 and NPYLR7 ag 1.
For C=C(C)Cn1c(=O)c2c(nc3n2CCCN3c2ccc(Br)cc2)n(C)c1=O the results were hcGAS inh -9 and mcGAS lum -10.
Screening c1cc(-c2ccc(-c3nn[nH]n3)cc2)c2cc[nH]c2n1 returned hcGAS inh 14, NPYLR7 ag -2 and mcGAS lum 14.
`C(=NOCc1cccc(CON=Cc2ccco2)c1)c1ccco1` gave hcGAS inh 0, NPYLR7 ag 3 and mcGAS lum -5.
Screening CCOC(=O)c1cc(-c2ccc(N3CCN(C(=O)[C@@H]4C[C@H]4c4ccccc4)CC3)cc2)n(-c2ccccc2Cl)n1 returned hcGAS inh -1, NPYLR7 ag 17 and mcGAS lum -5.
Screening O=C(CS(=O)(=O)Cc1ccc(Cl)cc1Cl)N1CCCC2CCCCC21 (stereo unspecified) returned hcGAS inh -15, NPYLR7 ag 17 and mcGAS lum -7.
For Cc1c(Sc2nnnn2C(C)(C)C)c(=O)[nH]c2ccccc12 the results were hcGAS inh 2 and NPYLR7 ag -8.
Cc1ccn(CC(=O)N(CC2CCN(C3Cc4ccccc4C3)CC2)CC2CCCO2)n1 (stereo unspecified) was read as hcGAS inh -7 and mcGAS lum -11.
For O=c1cc(O)nc2ccccn12 the results were hcGAS inh -11, NPYLR7 ag 2 and mcGAS lum -8.
Screening COCCN1CCC(CN(CC2CCCO2)C(=O)c2c(C)nc3ncccn23)CC1 (stereo unspecified) returned hcGAS inh -13 and NPYLR7 ag 3.
For CCOc1ccccc1NC(=O)N1CCC2(CC1)CC(N1CCN(C(C)C)CC1)CCO2 (stereo unspecified) the results were hcGAS inh 6 and mcGAS lum 0.
COc1cccc(COC(CN2CCN(S(=O)(=O)c3ccccc3C#N)CC2)c2ccc(Cl)cc2)c1 (stereo unspecified) was read as hcGAS inh -6, NPYLR7 ag -5 and mcGAS lum -6.
For CSc1ncc(-c2nccn2CC[C@@H]2C[C@@H]3C=C[C@H]2C3)cn1 the results were hcGAS inh -7, NPYLR7 ag 18 and mcGAS lum -10.
`Cn1cccc1-c1cc(C(=O)NC(c2ccccc2)c2ccccc2)n(-c2ccc(Cl)c(Cl)c2)n1` gave hcGAS inh -3, NPYLR7 ag -1 and mcGAS lum -5.
COc1cccc(-c2cnc(-c3ccc(CNC(=O)c4cc(Cl)nc(OC)c4)cc3)[nH]2)c1 was read as hcGAS inh 7, NPYLR7 ag 0 and mcGAS lum 2.
CCOc1ccccc1NC(=O)CCc1c(C)nn(-c2nc(C)c(C)c(=O)[nH]2)c1C was read as hcGAS inh -5 and NPYLR7 ag -5.
Screening COCCn1c(=O)c2c(nc3n(-c4ccccc4Cl)c(C)c(C)n23)n(C)c1=O returned hcGAS inh 3 and NPYLR7 ag -1.
Cc1cc(N2CCCCC2)nc(NCCNC(=O)/C=C/c2ccccc2)n1 was read as hcGAS inh -1 and NPYLR7 ag 2.
For COc1ccc(OC)c(CN(Cc2nc(C(=O)Nc3ccc(F)cc3)co2)C(C)C)c1 the results were hcGAS inh -6, NPYLR7 ag 3 and mcGAS lum -8.
Screening CN=c1scc(-c2ccc(OC(F)F)cc2)n1N=Cc1ccc(OC)c(OC)c1OC returned hcGAS inh -5 and NPYLR7 ag -4.
Screening O=C(C1CC(=O)N(c2ccccc2)C1)N1CCN(c2ncnc3c2nnn3-c2ccccc2)CC1 (stereo unspecified) returned hcGAS inh -6, NPYLR7 ag -4 and mcGAS lum -8.
`Cc1ccc(C)c(S(=O)(=O)N2CCN(C(=O)CCC(=O)NCC3(c4ccccc4)CC3)CC2)c1` gave hcGAS inh 2, NPYLR7 ag -1 and mcGAS lum 0.
Cc1ccc(CN(Cc2ccc(F)cc2)C(=O)CN(CC(C)C)C(=O)c2ccc(F)cc2)s1 was read as hcGAS inh 6, NPYLR7 ag 0 and mcGAS lum 1.
`Cn1cnc(S(=O)(=O)N2C[C@H]3C[C@H](C2)[C@@H]2CCCC(=O)N2C3)c1` gave hcGAS inh -1 and mcGAS lum -1.
Screening CCC(C(=O)NCCn1ncccc1=O)c1ccccc1 (stereo unspecified) returned hcGAS inh -13 and NPYLR7 ag -1.
`CC1Oc2ccccc2OC1C(=O)Nc1cccc(S(=O)(=O)N(C)C)c1` (stereo unspecified) gave hcGAS inh -2 and NPYLR7 ag 1.
For NC(=O)[C@@H]1CCCN1Cc1nc(-c2ccc(C(F)(F)F)cc2)no1 the results were hcGAS inh -4, NPYLR7 ag -4 and mcGAS lum -4.
O=C(C1CCN(C(=O)[C@@H]2CCCN2C(=O)Nc2c(F)cc(Br)cc2Br)CC1)N1CCCCC1 was read as hcGAS inh -4, NPYLR7 ag 4 and mcGAS lum -5.
For CCCOC(=O)C1=C(C)NC2=C(C(=O)CC(c3ccc(OC)cc3)C2)C1c1ccc(OCC)cc1 (stereo unspecified) the results were hcGAS inh 2, NPYLR7 ag -14 and mcGAS lum 1.
For Nc1ccc(F)cc1S(=O)(=O)Nc1ccc(Br)cc1 the results were hcGAS inh -14, NPYLR7 ag 28 and mcGAS lum -6.
COc1ccc(C2c3cccn3CCCN2Cc2cccs2)c(OC)c1OC (stereo unspecified) was read as hcGAS inh -3, NPYLR7 ag -1 and mcGAS lum -4.
For CC(C)CN1CC(C(=O)N2CC(c3ccncc3)C2)CC1=O (stereo unspecified) the results were hcGAS inh -6 and NPYLR7 ag -3.
For Cc1cc(C)n(-c2cccc(C(=O)N(CCO)Cc3ccco3)c2)n1 the results were hcGAS inh -8, NPYLR7 ag 2 and mcGAS lum -16.
CNC(=O)CN(C)C(=O)c1cc(COc2cccc(F)c2)[nH]n1 was read as hcGAS inh -9, NPYLR7 ag 28 and mcGAS lum -12.
Screening COc1ccc(NC(=O)N(CCC(C)C)C(C)c2nc3ccccc3c(=O)n2-c2ccc(Br)cc2)c(OC)c1 (stereo unspecified) returned hcGAS inh 3 and mcGAS lum 1.
O=C(NC1CC1)C1CCN(C2CCN(C(=O)Cc3c[nH]c4ccccc34)CC2)CC1 was read as hcGAS inh -2 and NPYLR7 ag 4.
Cc1cc(C)cc(NC(=O)c2c(N)c(C(=O)c3ccccc3)n3ccccc23)c1 was read as hcGAS inh -4, NPYLR7 ag -4 and mcGAS lum -8.
Screening Cc1cccc(C)c1Oc1ncccc1CNC(=O)c1ccnn1C(F)F returned hcGAS inh -1 and mcGAS lum -3.
CN(C)c1ncccc1N(C)C(=O)c1ccc(C(F)(F)F)cc1 was read as hcGAS inh -5 and NPYLR7 ag 1.
Screening S=C1OC(c2ccccc2)=C/C1=C\N1CCCCC1 returned hcGAS inh 7, NPYLR7 ag -3 and mcGAS lum 15.
Cc1cc(C)nc(NN=Cc2ccc(I)o2)n1 was read as hcGAS inh 1, NPYLR7 ag 1 and mcGAS lum -4.
CSc1ccc(C(=O)N2CCCC(Nc3ccc(F)cc3)C2)cc1 (stereo unspecified) was read as hcGAS inh -6&-8 and NPYLR7 ag 1&2.
`Cc1cc(NC(=O)/C=C/c2ccccc2)n(-c2ncnc3c2cnn3-c2ccccc2)n1` gave hcGAS inh -3, NPYLR7 ag 5 and mcGAS lum -9.
Fc1ccc(-c2[nH]ncc2CN2CC3C[C@@H]4CC2C[C@H](C3)C4)c(F)c1 was read as hcGAS inh 0 and NPYLR7 ag 1.
Screening O=C(NCc1ccccc1Sc1ccccc1CO)c1cc(-c2ccco2)[nH]n1 returned hcGAS inh -5, NPYLR7 ag -7 and mcGAS lum -6.
`CCOC(=O)CCC(=O)Nc1nnc(SCc2cccc(Cl)c2)s1` gave hcGAS inh -7, NPYLR7 ag 25 and mcGAS lum -8.
`CCOC(=O)c1cc(C(O)(C(F)(F)F)C(F)(F)F)c(N)o1` gave hcGAS inh -2 and NPYLR7 ag -4.
Screening CCCCN(Cc1cccn1Cc1ccccc1Cl)C(=O)c1ccc(C)c([N+](=O)[O-])c1 returned hcGAS inh 4, NPYLR7 ag -8 and mcGAS lum 1.
O=C(c1ccc(-c2noc(C3CC3)n2)cc1)N1CCC2(CCCO2)CC1 was read as hcGAS inh -4, NPYLR7 ag 5 and mcGAS lum -10.
`C=CCN1C(=O)NC(c2cccc(OCc3ccccc3)c2)C2=C1CN(Cc1ccc3c(c1)OCO3)C2=O` (stereo unspecified) gave hcGAS inh -5 and mcGAS lum -8.
For O=C(C1CC=CCC1C(=O)N1CCC(O)(Cc2ccccc2)CC1)N1CCN(c2ccccn2)CC1 (stereo unspecified) the results were hcGAS inh -8, NPYLR7 ag 2 and mcGAS lum -3.
`Cc1[nH]c2c(C(=O)Nc3ccc(F)c(N4CCCC4=O)c3)cccc2c1C` gave hcGAS inh -3 and NPYLR7 ag 5.
For COc1ccc(OCCNC(=O)C2(C)CCN2Cc2ccccc2Cl)cc1 (stereo unspecified) the results were hcGAS inh -7 and NPYLR7 ag 7.
O=c1c2sccc2nc(SCc2cc(=O)n3cc(Cl)ccc3n2)n1CCCN1CCCCC1 was read as hcGAS inh -5 and NPYLR7 ag -5.
`COc1ccc(-c2nc3cc(C)ccn3c2NC(=O)COc2ccc(Cl)cc2)cc1` gave hcGAS inh -7, NPYLR7 ag -4 and mcGAS lum -7.
Screening CC1=NN(CCN2CCCCC2)c2nc3c(c(=O)n(Cc4ccccc4C)c(=O)n3C)n2C1 returned hcGAS inh 3, NPYLR7 ag 2 and mcGAS lum -2.
Screening O=C(CC1NC(=O)c2ccccc21)NCCN1CCc2ccccc2C1 (stereo unspecified) returned hcGAS inh -6 and NPYLR7 ag 4.
`CSc1nnc(C)c(=O)n1COC(=O)COc1ccc2ccccc2c1` gave hcGAS inh -2, NPYLR7 ag 1 and mcGAS lum 4.
Cc1cnn(CC2CCN(C(=O)c3ccccc3C3CCNC3)CC2)c1 (stereo unspecified) was read as hcGAS inh -11 and NPYLR7 ag 1.
`O=C(CNCCCN1CCOCC1)NC1CCCCCCC1` gave hcGAS inh -1, NPYLR7 ag 16 and mcGAS lum -10.
For CNC(=O)c1nnc2n1CCN(C(=O)c1ccccc1Cl)C2 the results were hcGAS inh -6 and NPYLR7 ag 6.
COc1cc(NCC(=O)N2CCCC(C)C2)cc(OC)c1 (stereo unspecified) was read as hcGAS inh -11 and NPYLR7 ag 1.
`Cc1ccc(-c2cc(C(F)(F)F)n3ncc(C(=O)Nc4ccc5c(c4)CCC5)c3n2)cc1` gave hcGAS inh -3, NPYLR7 ag -5 and mcGAS lum -6.
O=C(c1ccsc1)N1CCCN(CC(O)c2ccc(F)c(F)c2)CC1 (stereo unspecified) was read as hcGAS inh -8, NPYLR7 ag 0 and mcGAS lum -6.

5 compounds already listed, ordered by length of the SMILES, ascending:
`O=C(CNCCCN1CCOCC1)NC1CCCCCCC1` gave hcGAS inh -1, NPYLR7 ag 16 and mcGAS lum -10.
COc1cc(NCC(=O)N2CCCC(C)C2)cc(OC)c1 (stereo unspecified) was read as hcGAS inh -11 and NPYLR7 ag 1.
For CNC(=O)c1nnc2n1CCN(C(=O)c1ccccc1Cl)C2 the results were hcGAS inh -6 and NPYLR7 ag 6.
`CSc1nnc(C)c(=O)n1COC(=O)COc1ccc2ccccc2c1` gave hcGAS inh -2, NPYLR7 ag 1 and mcGAS lum 4.
Cc1cnn(CC2CCN(C(=O)c3ccccc3C3CCNC3)CC2)c1 (stereo unspecified) was read as hcGAS inh -11 and NPYLR7 ag 1.

No enrichment for hits; 0.29% or so of the library scored in one or more.
